MLLE-PAM2 inh: blocks PAM2 peptide binding to the PABP1 MLLE domain. GST-MLLE / FITC-PAM2 fluorescence polarization. AID 588489. P11940. inhibition, % at 20 µM. 360,000 tested, 0.36% active; in the data active means inhibition above about 35%, passing the limit was not always enough;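 further: plate controls were DMSO wells with GST-MLLE for no effect and wells lacking GST-MLLE protein for full effect; some results filed as inactive read as strong as hits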
Target sequence (P11940 whole entry, looked up, the tested form may be a part): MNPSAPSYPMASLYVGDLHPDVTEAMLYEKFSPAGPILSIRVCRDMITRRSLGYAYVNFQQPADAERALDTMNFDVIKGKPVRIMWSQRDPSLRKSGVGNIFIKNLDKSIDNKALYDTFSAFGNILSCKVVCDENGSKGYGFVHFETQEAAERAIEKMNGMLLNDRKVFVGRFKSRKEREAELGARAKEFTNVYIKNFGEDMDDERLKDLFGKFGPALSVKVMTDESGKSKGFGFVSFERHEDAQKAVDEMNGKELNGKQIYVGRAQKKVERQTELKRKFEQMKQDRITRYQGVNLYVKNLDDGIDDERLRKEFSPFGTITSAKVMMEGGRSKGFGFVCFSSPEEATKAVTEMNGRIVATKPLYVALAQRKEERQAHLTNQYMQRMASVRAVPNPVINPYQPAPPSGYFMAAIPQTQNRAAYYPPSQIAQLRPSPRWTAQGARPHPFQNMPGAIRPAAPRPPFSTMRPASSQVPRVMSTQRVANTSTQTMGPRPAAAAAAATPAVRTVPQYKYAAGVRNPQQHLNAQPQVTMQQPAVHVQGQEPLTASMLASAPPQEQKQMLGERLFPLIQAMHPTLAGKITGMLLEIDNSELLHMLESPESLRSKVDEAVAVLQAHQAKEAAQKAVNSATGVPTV
FAS TE block: FAS thioesterase (human) inhibition. recombinant FAS-TE, OMFH fluorogenic substrate, fluorescence endpoint. inhibition, % at 15 µM. 360,000 tested, 0.67% active. AID 602261;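 active means compounds whose normalised, plate-corrected inhibition of enzyme fluorescence in the single-dose primary screen is 50% or more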;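 further: 0% = DMSO with enzyme and 100% = substrate without enzyme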
MT1-MMP act inh: MT1-MMP (human) activation inhibition; HT1080 RFP-PRO-GFP cells, GFP/RFP ratio fluorescence, overnight; percent of plate control window, DMSO zero; AID 651647; GFP/RFP ratio change, % at 20 µM; 360,000 tested, 0.061% active;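 active means GFP/RFP ratio change of at least 30% with cell ATP level not reduced by more than half and red fluorescence within 50% of control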; further: strong numbers were not always called active
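Assay system – RFP-PRO-GFP reporter HT1080 cells · Compound dosing – single dose of 20 µM compound, 1% DMSO final · Incubation – overnight compound exposure at 37 °C · Measure – GFP/RFP fluorescence ratio · Benchmarks – DMSO wells and RFP-L50D-GFP cells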
Rpn11 inh: blocks the human proteasome subunit Rpn11. human 26S proteasome, Ub4-pepOG fluorescence polarization; 20S core pre-blocked with epoxomicin. calls only at 20 µM. 360,000 tested, 0.59% active. AID 588493;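 active means inhibition at 20 µM, scaled to each plate's controls, above about 33%, limit read from the data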
Rin1 Abl inh: inhibitors of human Rin1-Abl protein interaction. TR-FRET Rin1/Abl binding, biochemical. inhibition, % at 7.35 µM. 360,000 tested, 0.4% active. AID 588664; in the data active means inhibition above about 5%, passing the limit was not always enough
CSN inh: blocks human CSN-mediated cullin deneddylation; Q92905; Purified CSN, SCF-Nedd8-OG deneddylation, fluorescence polarization; inhibition, % at 12.5 µM; 360,000 tested, 0.38% active; AID 651999;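 active means pattern-corrected inhibition above about 35%, with an unprinted fluorescence ratio check between 0.5 and 1.5, limit read from the data, passing the limit was not always enough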;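 further: 0% = enzyme with substrate and 100% = substrate without enzyme; some results filed as inactive read as strong as hits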
Target sequence (Q92905 whole entry, looked up, one chain of several): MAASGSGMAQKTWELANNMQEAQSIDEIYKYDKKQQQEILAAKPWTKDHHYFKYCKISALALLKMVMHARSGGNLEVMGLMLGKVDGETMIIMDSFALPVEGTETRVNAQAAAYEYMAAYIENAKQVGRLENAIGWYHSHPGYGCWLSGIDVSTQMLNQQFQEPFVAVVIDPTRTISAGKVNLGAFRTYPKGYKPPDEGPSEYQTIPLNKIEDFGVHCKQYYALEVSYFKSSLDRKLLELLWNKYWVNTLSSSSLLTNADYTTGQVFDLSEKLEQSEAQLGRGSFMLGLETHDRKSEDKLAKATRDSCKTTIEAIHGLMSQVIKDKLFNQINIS
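Detection – fluorescence polarization · System – HEK293T-derived human Csn5 enzyme · Controls – substrate-only high control, full reaction low control · Timing – 90 min, room temperature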
eLon inh: inhibitors of E. coli Lon protease | P0A9M0 | purified E. coli Lon protease, fluorescence polarization | inhibition, % at 7.94 µM | 360,000 tested, 0.42% active | AID 602123; in the data active means inhibition above about 13%, passing the limit was not always enough;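 further: 0% = enzyme with probe and DMSO and 100% = no enzyme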
MsrA inhibitor: inhibitors of bovine MsrA; purified bovine MsrA, absorbance read-out; inhibition, % at 15.5 µM; 360,000 tested, 0.75% active; AID 651718; in the data active means inhibition above about 4.5%;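 further: 0% = vehicle wells with enzyme and 100% = reference inhibitor wells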
MsrA act: activators of bovine methionine sulfoxide reductase A; activation, % at 10.6 µM; purified bovine MsrA, absorbance read-out; 360,000 tested, 0.3% active; in the data active means activation above about 7.5%;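 further: 0% = vehicle and 100% = reference activator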
* hit, by the source's call; i = inactive; · = not tested or not shown. Only part of the results is shown (hit frequency here may not be typical).

SMILES | MLLE-PAM2 inh | FAS TE block | MT1-MMP act inh | Rpn11 inh | Rin1 Abl inh | CSN inh | eLon inh | MsrA inhibitor | MsrA act
C[C@]12CCC(=O)C=C1CC[C@@H]1[C@@H]2CC[C@]2(C)C(=O)CC[C@@H]12 | 5.0 | 4.7 | 3.7 | i | -2.0 | -5.9 | -5.3 | 2.2 | -0.3
CCC1([N+](=O)[O-])COP(=O)(NCc2cccnc2)OC1 (centres undefined) | 5.2 | -7.0 | 3.8 | i | 3.5 | 3.1 | -2.7 | -0.4 | -1.6
CN(c1ccccc1)P(=O)(N1CC1)N1CC1 | -11.7 | -8.5 | -1.1 | i | 2.7 | 1.8 | -2.0 | -1.0 | -5.1
O=[N+]([O-])c1ccc(N2CCCNCC2)c2ncccc12 | 13.3 | 3.2 | 1.3 | i | -18.1 | 0.8 | -4.2 | -0.6 | 2.0
CC(C)CCn1c(=O)c(C(=O)NCc2ccc3c(c2)OCO3)c(O)c2ccccc21 | 0.6 | 19.0 | -4.6 | i | -0.9 | 2.4 | 1.9 | -0.3 | -2.2
CCOCCCNC(=O)CN1C2CCC1CC(O)(c1ccc(OC)cc1)C2 (centres undefined) | -6.9 | -4.6 | 1.2 | i | -1.0 | 5.8 | -5.3 | 0.6 | -1.7
Nc1c(C(=O)NCc2ccco2)c2nc3ccccc3nc2n1CCN1CCOCC1 | 8.8 | -2.2 | -14.5 | i | -5.5 | 1.0 | -11.0 | 3.3 | -3.7
CCN(C(=O)COC(=O)c1cn(C)c2ccccc12)c1ccc(F)cc1 | 0.4 | 5.3 | 0.8 | i | 0.3 | -4.3 | 1.4 | -0.5 | -3.7
CCOP(=O)(/C=C(\Cl)c1ccccc1)C(O)c1ccc(F)cc1 (centres undefined) | 3.5 | -0.6 | -3.4 | i | -0.7 | -0.7 | -6.0 | -0.4 | -1.7
CC1C(=O)CC2(C(C)C)CC12 (centres undefined) | 2.0 | -2.6 | 3.7 | i | -1.9 | -1.1 | 4.3 | 0.1 | -5.5

Reformatted in CSV form: six of the compounds above
SMILES,MLLE-PAM2 inh,FAS TE block,MT1-MMP act inh,Rpn11 inh,Rin1 Abl inh,CSN inh,eLon inh,MsrA inhibitor,MsrA act
CCC1([N+](=O)[O-])COP(=O)(NCc2cccnc2)OC1 (centres undefined),5.2,-7.0,3.8,i,3.5,3.1,-2.7,-0.4,-1.6
Nc1c(C(=O)NCc2ccco2)c2nc3ccccc3nc2n1CCN1CCOCC1,8.8,-2.2,-14.5,i,-5.5,1.0,-11.0,3.3,-3.7
C[C@]12CCC(=O)C=C1CC[C@@H]1[C@@H]2CC[C@]2(C)C(=O)CC[C@@H]12,5.0,4.7,3.7,i,-2.0,-5.9,-5.3,2.2,-0.3
O=[N+]([O-])c1ccc(N2CCCNCC2)c2ncccc12,13.3,3.2,1.3,i,-18.1,0.8,-4.2,-0.6,2.0
CC1C(=O)CC2(C(C)C)CC12 (centres undefined),2.0,-2.6,3.7,i,-1.9,-1.1,4.3,0.1,-5.5
CC(C)CCn1c(=O)c(C(=O)NCc2ccc3c(c2)OCO3)c(O)c2ccccc21,0.6,19.0,-4.6,i,-0.9,2.4,1.9,-0.3,-2.2

The listing continues:
SMILES | MLLE-PAM2 inh | FAS TE block | MT1-MMP act inh | Rpn11 inh | Rin1 Abl inh | CSN inh | eLon inh | MsrA inhibitor | MsrA act
Cn1cc(C(=O)OCC(=O)Nc2ccccc2Cl)c2ccccc21 | 17.6 | 14.5 | 3.4 | i | -1.2 | 2.8 | -5.0 | -0.3 | -2.5
COc1cccc(C(=O)C2CN(C)CC2c2ccc(Cl)cc2)c1 (centres undefined) | -4.4 | 2.5 | -3.0 | i | -3.4 | -5.7 | 1.4 | 0.7 | -1.2
CC1CCN2c3nc4ccccn4c(=O)c3CC3(C(=O)N(C)C(=O)N(C)C3=O)C2C1 (centres undefined) | -12.4 | -8.2 | -4.4 | i | -5.8 | 11.8 | 1.6 | 2.4 | -2.5
COc1ccc(C(=O)C2CCCN(Cc3cnc(C)s3)C2)c(OC)c1 (centres undefined) | 7.4 | -5.8 | 9.2 | i | 9.9* | -0.9 | -8.1 | 1.1 | -8.9
COC(=O)C1=C(c2ccc(Cl)c(C(F)(F)F)c2)C[C@@H]2CC[C@H]1N2C(=O)N1CCC(O)(c2ccc(Cl)cc2)CC1 | -1.4 | 17.2 | 0.1 | i | 1.2 | -0.2 | -3.0 | -1.1 | -1.6
O=[N+]([O-])c1cc2c(cc1CNCCc1ccc3c(c1)OCO3)OCO2 | -11.3 | -2.7 | 3.9 | i | -0.9 | -0.8 | 0.4 | 1.0 | -8.0
CC[C@H](C)[C@@H](C(=O)N1CCCC1c1nccs1)N(C)C(=O)[C@H](CC(C)C)N(C)C(=O)[C@H](Cc1ccc(OC)cc1)N(C)C(=O)/C=C(\C)OC (some centres undefined) | 2.3 | 7.2 | 2.5 | i | -0.2 | 5.0 | -6.3 | -0.9 | -2.4
CCN(CC)N=O | 6.5 | -4.3 | -1.2 | i | -1.0 | 0.9 | 4.3 | 1.3 | -2.8
C=C(C=O)CC1CC(O)[C@]2(C)OC3C[C@@H]4OC5C[C@]6(C)O[C@]7(C)CCC8OC9C[C@]%10(C)OC(/C(C)=C\CO)C(O)CC%10OC9CC(C)C8OC7CC6O[C@]5(C)C/C=C\C4OC3CC2O1 (some centres undefined) | 7.0 | -7.7 | 1.8 | i | -2.8 | 1.4 | -12.5 | · | -1.9
CCCCn1c(O)c(C(C)=NCc2cc(OC)cc(OC)c2)c(=O)[nH]c1=O | -22.0 | 7.1 | 3.3 | i | -7.0 | 0.2 | -7.4 | 0.4 | -1.1
NC(=S)c1cn(C2OC(CO)C(O)C2O)c2ncnc(N)c12 (centres undefined) | 43.2* | -9.9 | -37.2 | i | 1.2 | 4.5 | 5.4 | 0.9 | -2.3
COc1ccc(CN2CCN(C(=O)COc3ccc4ccccc4c3)CC2)c(OC)c1 | 1.9 | 4.0 | 5.9 | i | -1.2 | -3.8 | 5.9 | -1.7 | -13.3
O=c1[nH]c2ccccc2n1CCCN1CCC(n2c(=O)[nH]c3cc(Cl)ccc32)CC1 | -1.1 | 3.4 | 0.5 | i | 5.0 | -1.4 | -6.5 | 0.6 | 6.9
COc1cc(C(C)=O)ccc1OC(=O)N(C)c1ccccc1 | -1.6 | -2.4 | 3.1 | i | 1.5 | 0.8 | 1.2 | -0.1 | -14.6
CC1(C)C(C(=O)NCc2ccco2)C1(C)C | 3.3 | -2.2 | 0.7 | i | 2.5 | 1.0 | -11.5 | -1.3 | -3.3
O=C(/C=C/c1ccc2c(c1)OCO2)c1c(O)n(CCc2ccccc2)c(=O)[nH]c1=O | -54.0 | 3.5 | -9.2 | i | -0.1 | 11.6 | -9.0 | 0.4 | -4.1
O=C1CCCN1CC#CCN1CCCC1 | 5.1 | -1.6 | 2.4 | i | 0.6 | -0.5 | 0.1 | 2.0 | -0.5
O=C1NC(=S)NC(=O)C1C/C=C/c1ccccc1 | 16.4 | -3.9 | -5.3 | i | 1.6 | 6.1 | -2.3 | -0.6 | -0.4
CCOC(=O)c1cc(C)n(CCc2cnc[nH]2)c1C | -1.6 | -4.7 | 13.4 | i | 0.3 | -2.4 | -0.7 | -0.1 | -5.7
CCCCC(=O)N/N=C/c1c(O)n(CCc2ccccc2)c(=O)[nH]c1=O | -15.4 | 13.4 | -5.4 | i | -2.2 | 1.7 | -8.7 | 1.1 | -2.8
Cc1c(OC(=O)N(C)C)ccc2c1O/C(=C\c1ccco1)C2=O | 9.8 | -0.8 | -10.5 | i | -1.5 | 6.6 | -8.3 | 1.7 | -2.3
CCCCn1c(O)c(/C=C2/C=CC=N2)c(=O)[nH]c1=O | -6.8 | -7.6 | -18.8 | i | -0.7 | 2.0 | -45.2 | -0.6 | -11.9
COc1cc2c3c(c1OC)Oc1ccc(cc1)C[C@H]1c4c(cc(OC)c(OC)c4Oc4ccc(cc4)C[C@@H]3N(C)CC2)CCN1C | -36.0 | -2.0 | -8.5 | i | 3.2 | 2.3 | -35.0 | -0.9 | -0.5
COC(=O)[C@@]1(Cc2ccc(F)cc2)[C@H]2c3cc(C(=O)N(C)C)[nH]c3C[C@H]2CN1C(=O)c1ccccc1 | -0.7 | 0.8 | -0.2 | i | 1.5 | -5.8 | 5.3 | -1.0 | -1.7
CCCCn1c(N)c(C(=O)OCC2CCCO2)c2nc3ccccc3nc21 (centres undefined) | -2.7 | 2.6 | -8.2 | i | -4.4 | 2.8 | 0.8 | · | -0.7
CCN(CC)C(=O)c1ccc2c(c1)C1C(Cl)C(Sc3ccccc3[N+](=O)[O-])CC1C(C(=O)O)N2 (centres undefined) | 38.8 | 15.7 | 69.0 | i | 6.8* | 0.7 | 4.4 | · | -6.8
CCCCN1C(=O)/C(=C\c2ccco2)C(=O)N(CCc2ccccc2)C1=O | -36.2 | -2.9 | -14.4 | i | -1.2 | 21.1 | -112.9 | -0.2 | 3.4
OC(c1ccc(F)cc1)(c1ccc(F)cc1)[C@@H]1CCCN1 | -2.8 | -3.2 | -1.8 | i | -3.9 | -1.4 | -6.8 | 0.7 | -2.9
Cn1c(O)c(C(=O)c2ccccc2Cl)c(=O)n(C)c1=O | 6.9 | -11.0 | 2.1 | i | -2.2 | 5.3 | -4.9 | 1.0 | -2.6
O=[N+]([O-])c1ccc(N2CCOCC2)c2c1no[n+]2[O-] | 17.5 | -14.5 | -157.4 | i | -20.6 | -7.1 | 28.9* | 2.3 | -1.6
CC[C@]12CC[C@H](O)CC1=CCC1C2CC[C@]2(C)C(=O)CCC12 (some centres undefined) | 11.3 | 4.5 | -0.9 | i | -0.3 | 4.3 | -6.5 | -1.7 | -0.9
NC(C(=O)O)c1cc(=O)[nH]o1 (centres undefined) | 13.6 | -4.2 | -5.0 | i | -1.4 | -1.4 | -9.0 | -0.9 | -3.6
O=C1c2ccccc2-n2nnc(-c3ccccc3)c2C2c3cc(Br)ccc3CCN12 (centres undefined) | -6.0 | -2.8 | 2.7 | i | 3.8 | -1.3 | -14.1 | -1.0 | -1.6
C(#CCN1CCOCC1)COCC#Cc1ccccc1 | 4.4 | -6.5 | -3.8 | i | 0.1 | -1.6 | -1.2 | -0.1 | -1.9
CCN(CC)P(=O)(/C=C(\Cl)c1ccccc1)/C=C(\Cl)c1ccccc1 | 3.1 | 0.9 | 2.7 | i | 1.6 | 7.4 | 8.6 | -1.5 | -4.4
O=C(C(=O)N1CCOCC1)c1cn(Cc2c(F)cccc2Cl)c2ccccc12 | -18.6 | -4.7 | 2.5 | i | -5.3 | 5.0 | -5.1 | -0.4 | -0.5
O=C(NCC1=C(c2ccc3ccccc3c2)C[C@@H]2CC[C@H]1N2Cc1ccco1)c1cccs1 | -8.0 | 5.8 | -2.4 | i | -6.0 | 2.2 | -2.1 | -2.3 | -0.1
c1cncc(CNC2=NCCC2)c1 | -0.4 | -6.0 | 1.3 | i | -0.9 | -0.7 | 3.8 | -0.1 | -0.5
CCOP(=O)(Cc1ccccc1)OCC | -6.5 | -3.4 | 1.8 | i | 3.1 | 1.9 | -7.8 | -0.2 | -5.2
C[C@H]1CCC[C@@H](O)CCC/C=C/c2cc(O)cc(O)c2C(=O)O1 | 16.2 | -4.6 | -14.5 | i | -0.9 | -4.0 | -0.8 | 0.1 | -1.4
CC1(C)C(=O)CCC2C1=CCC1C2CCC2(C)C(O)CCC12 (centres undefined) | 1.0 | 2.0 | 1.8 | i | 3.4 | 6.2 | -2.2 | 0.2 | -0.9
Cc1ccc(NC2=NCCCS2)cc1Cl | -0.9 | -4.6 | 1.3 | i | 4.1 | -1.7 | 4.1 | -0.6 | -2.0

High-throughput results (PubChem)
